Screens from PubChem BioAssay.
RAM inhibit – inhibitors of the yeast RAM network, primary screen, dse1pr::URA3 reporter, 5-FOA selection; AID 868, 2007; hit rate 1.8% among 190,000; inhibition, % at 50 µM; S. cerevisiae dse1pr::URA3 reporter, 5-FOA growth OD615, 2 d; analog-sensitive cbk1-as2 kinase mutant strain;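 active = inhibition above a set limit, 3 SD over mean compound inhibition, cut at about 8.4% in these data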;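 also: 0% = DMSO-only wells with no growth and 100% = 10 µM 1-NA-PP1 full growth; inhibition rescues growth on 5-FOA so higher OD means more RAM inhibition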
PPARg SRC-1 ag – PPARgamma agonists recruiting SRC-1 coactivator, primary screen, biochemical; PPARgamma-SRC-1 coactivator recruitment biochemical assay; activation, % at 8 µM; hit rate 0.41% among 200,000; in the data active = activation above about 19%;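 also: 0% = DMSO and 100% = reference agonist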
Target sequence (P37231 whole entry, looked up): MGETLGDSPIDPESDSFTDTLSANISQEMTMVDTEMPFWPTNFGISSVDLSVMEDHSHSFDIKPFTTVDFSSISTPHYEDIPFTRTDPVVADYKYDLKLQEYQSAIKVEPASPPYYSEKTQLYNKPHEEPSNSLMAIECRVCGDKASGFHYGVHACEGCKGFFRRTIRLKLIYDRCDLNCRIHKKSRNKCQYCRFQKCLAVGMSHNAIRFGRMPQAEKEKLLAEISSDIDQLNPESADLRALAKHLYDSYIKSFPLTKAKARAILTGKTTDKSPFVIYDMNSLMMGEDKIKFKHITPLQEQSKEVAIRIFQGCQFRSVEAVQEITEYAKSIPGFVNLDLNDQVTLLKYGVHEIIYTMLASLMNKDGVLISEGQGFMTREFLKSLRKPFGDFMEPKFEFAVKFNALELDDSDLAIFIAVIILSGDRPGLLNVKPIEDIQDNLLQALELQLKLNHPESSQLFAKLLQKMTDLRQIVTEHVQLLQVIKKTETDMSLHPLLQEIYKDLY
S1P3 antagonist – S1P3 receptor antagonists, primary screen, cell-based; hit rate 0.27% among 170,000; CHO S1P3 NFAT-BLA reporter, FRET fluorescence, antagonist mode; Sphingosine 1-phosphate receptor 3 (Homo sapiens), Q99500; inhibition, % at 4.98 µM;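 active = inhibition above the plate cutoff, the mean inhibition of test wells on that plate plus 3 SD, cut at about 28% in these data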;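 also: cells challenged with S1P at its EC80 of 0.8 µM; blue over green emission ratio from cleaved BLA substrate after 4 h stimulation; 0% = S1P-stimulated wells and 100% = unstimulated DMSO-only wells; some compounds past the cut are filed as inactive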
TLR4-MyD88 BLA – inhibitors of TLR4-MyD88 association in cells, primary screen, cell-based, HeLa CL3-4, BLA complementation, FRET ratio. HeLa CL3-4 TLR4/MyD88 BLA complementation. AID 861, 2007. Toll-like receptor 4 (Homo sapiens) + Myeloid differentiation primary response protein …. hit rate 0.18% among 200,000. inhibition, % at 8.4 µM; in the data active = inhibition above about 25%;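 also: 0% = vehicle and 100% = reference inhibitor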
PPARg SRC-2 ag – agonists of PPARg-SRC-2 recruitment, primary screen, biochemical, HTS; Peroxisome proliferator-activated receptor gamma (Homo sapiens), P37231; PPARgamma LBD-SRC-2 recruitment; activation, % at 8 µM; hit rate 0.34% among 200,000; in the data active = activation above about 22%;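 also: 0% = vehicle and 100% = reference agonist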
PPARg SRC-3 ag – PPARgamma agonists recruiting SRC-3 coactivator, primary screen, biochemical; activation, % at 8 µM; hit rate 0.26% among 200,000; AID 731, 2007; biochemical PPARgamma/SRC-3 coactivator recruitment assay; in the data active = activation above about 23%;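 also: 0% = DMSO and 100% = reference agonist; some compounds past the cut are filed as inactive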
STAT3 inh – IL-6 driven STAT3 reporter inhibitors, primary screen, U3A cells, luciferase, luminescence, MLSCN library; IL-6 STAT3-luciferase reporter; host cell line lacks STAT1; inhibition, % at 5.5 µM; hit rate 0.89% among 190,000;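 active = inhibition above the mean inhibition across all screened compounds plus 3 SD, cut at about 44% in these data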;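 also: 0% = DMSO only wells and 100% = 100 µM nifuroxazide control wells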
STAT1 inh – STAT1 signaling inhibitors, primary screen, cell-based, HTS, luciferase reporter | NIH 3T3 STAT1-luciferase reporter, IFN-gamma, luminescence | inhibition, % at 5.5 µM | hit rate 0.35% among 200,000;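 active = inhibition above a set limit, the mean inhibition across all tested compounds plus 3 SD, cut at about 34% in these data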;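 also: 0% = IFN-gamma with DMSO and 100% = IFN-gamma with 300 µM nifuroxazide; values of inactives mirror those of a sister screen read the other way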
SRC2 TRFRET art – TR-FRET signal artefacts, primary screen, artefact control for PPARgamma SRC-2 agonist project, biochemical; hit rate 0.4% among 200,000; AID 1049, 2008; TR-FRET artefact counter-screen; active compounds read high; TR-FRET ratio at 8 µM; in the data active = TR-FRET ratio above about 2000; also: inactives centre near 1500
STAT3 act – IL-6 driven STAT3 reporter potentiators, primary screen, U3A cells, luciferase, luminescence, MLSCN library | hit rate 0.91% among 190,000 | AID 871, 2007 | activation (% of control), % at 5.6 µM | IL-6 STAT3-luciferase reporter; 100% = signal with IL-6 EC80 alone;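 active = activation above the screen-wide mean of compound activation plus 3 SD, cut at about 130% in these data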;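 also: 0% = background luminescence of wells with medium and substrate only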
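Assay system – human STAT1-deficient U3A cells with stable STAT3-luciferase reporter · Also added – IL-6 (33 ng/mL) · Schedule – compound 1 h, then IL-6 6 h at 37 °C · Technique – reporter luminescence signal · Evaluation – % activation versus median of IL-6-stimulated wells · Benchmarks – IL-6-only wells as 100% reference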
ROMK mod – ROMK potassium channel modulators, primary screen, cell-based, thallium flux, MLSMR library; hit rate 2% among 130,000; B-score at 10 µM; AID 1918, 2009; Tet-inducible ROMK, thallium flux fluorescence; actives lie on both sides; ATP-sensitive inward rectifier potassium channel 1 (Homo sapiens), P48048;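 active = signal ratio slope over the read window, or its plate-corrected B-score, at least 3 SD from the plate mean, either direction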;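 also: B-score of the F/F0 ratio slope over 7 to 12 s after thallium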
Target sequence (P48048 whole entry, looked up): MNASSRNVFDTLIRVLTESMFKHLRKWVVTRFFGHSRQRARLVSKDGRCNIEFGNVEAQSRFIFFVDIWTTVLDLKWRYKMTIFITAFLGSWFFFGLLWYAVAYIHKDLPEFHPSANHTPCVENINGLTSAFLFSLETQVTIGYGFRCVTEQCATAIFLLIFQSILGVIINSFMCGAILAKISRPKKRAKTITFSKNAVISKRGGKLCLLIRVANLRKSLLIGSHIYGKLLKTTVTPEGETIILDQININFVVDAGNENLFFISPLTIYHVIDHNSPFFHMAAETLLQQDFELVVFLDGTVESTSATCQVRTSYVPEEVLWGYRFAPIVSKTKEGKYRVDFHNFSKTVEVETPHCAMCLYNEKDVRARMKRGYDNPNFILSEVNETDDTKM
Numbers without * were called inactive; nt = not tested or not shown.

structure	RAM inhibit	PPARg SRC-1 ag	S1P3 antagonist	TLR4-MyD88 BLA	PPARg SRC-2 ag	PPARg SRC-3 ag	STAT3 inh	STAT1 inh	SRC2 TRFRET art	STAT3 act	ROMK mod
Cc1csc(NC(=O)CCC(=O)N(CC(=O)NC2CCCC2)Cc2ccco2)n1	0.0	0	10	6	8	0	14	-3	1473	91	nt
Clc1ccc(C2=NN=C3COc4ccccc4N3C2)cc1	1.9	7	-2	0	14	-1	-3	0	1668	103	-0.35
CCn1cc(C(=O)Nc2cc(C)ccc2C)c(=O)c2ccc(C)nc21	0.1	5	-8	-4	10	0	5	-5	1651	101	0.0033
COc1ccc(-c2ccc(SCC(=O)NCc3ccco3)nn2)cc1OC	-0.5	-2	19	0	-14	5	-18	-3	1360	119	1.5
COc1ccc(/C=N/NC(=O)C[n+]2ccccc2)c(OC)c1OC	-0.1	6	1	-5	5	4	2	-10	1481	97	nt
NS(=O)(=O)c1ccc(CCNC(=O)C2CCN(S(=O)(=O)c3cnc[nH]3)CC2)cc1	3.9	-3	nt	-1	-3	-4	-4	-7	1600	108	nt
CC(=O)Nc1cccc(NC(=O)c2oc3ccccc3c2C)c1	2.4	-5	15	0	-1	3	2	-44	1645	104	nt
Cc1nn(C)c(C)c1C1C(C#N)=C(N)Oc2n[nH]c(C)c21 (stereo unspecified)	1.4	9	-17	-2	16	0	-1	-6	1634	101	-0.38
CCNC(=O)NC(=O)C(C)OC(=O)C1CCN(S(=O)(=O)c2ccc(C)c(C)c2)CC1 (stereo unspecified)	1.5	6	-4	-14	10	3	-10	-9	1721	106	-0.49
COc1ccc(C(=O)Nc2ccccc2-c2nnn(CC(=O)NCc3ccco3)n2)cc1	1.9	10	nt	-3	-2	-1	37	4	1734	73	0.51
O=C1C(c2ccccc2)C(c2ccccc2)NC(c2ccccc2)C1c1ccccc1 (stereo unspecified)	5.6	4	nt	14	-2	-2	-19	9	1366	122	-0.0051
CC(=O)Nc1cc(C(=O)N2CCc3ccccc3C2)ccc1Sc1ccc(C)cc1	2.2	-1	-4	3	-7	-1	-8	1	1470	107	-2
CCOC(=O)C/C(C)=N/NC(=O)CN(c1ccc(Br)cc1)S(=O)(=O)c1ccccc1	4.6	-5	-15	-4	-1	0	5	0	1625	92	nt
COc1ccccc1N1C(=O)CC(Sc2nc(C)cc(C)n2)C1=O (stereo unspecified)	0.9	3	28	-8	2	-8	23	2	1447	85	nt
COc1cc(NC(=O)C(C)C)ccc1NC(=O)c1ccco1	2.2	0	-30	2	0	-2	10	-38	1475	93	nt
CCN1CCN(Cc2ccc(NC(=O)Nc3ccccc3Cl)cc2)CC1	1.8	-1	-1	14	-2	5	14	-18	1637	89	nt
COc1ccc(NC(=O)COC(=O)C2CCN(S(=O)(=O)c3cccs3)CC2)cc1	0.1	3	-18	-11	-8	-3	-6	0	1441	106	-0.93
COc1ccc(NC(=O)NC2CCCCC2C)cc1 (stereo unspecified)	0.6	-8	-20	1	8	6	-6	-15	1618	109	-0.73
O=C(CCc1nc2ccccc2c(=O)[nH]1)OCCOc1ccc(Cl)cc1	4.1	5	-5	-2	3	4	7	4	1498	96	-0.15
S=c1[nH]nc(COc2ccccc2)n1/N=C/c1cccs1	-1.1	-2	-9	-9	3	5	-10	7	1496	107	nt
O=C(COC(=O)c1ccccc1)Nc1cccc(S(=O)(=O)N2CCOCC2)c1	3.5	-2	-11	4	8	-1	3	-6	1398	101	0.86
Cc1[nH]c(=S)sc1Cc1ccc(Cl)c(Cl)c1	3.0	-6	6	3	-3	-6	-2	3	1317	104	0.62
O=S(=O)(NCC1OCCc2ccccc21)c1ccc(S(=O)(=O)N2CCOCC2)cc1 (stereo unspecified)	-0.8	-2	-6	-4	-5	3	1	-1	1456	102	nt
Cc1cc(C)nc(NS(=O)(=O)c2ccc(NC(=O)CSc3nc4ccccc4[nH]3)cc2)n1	0.5	3	-6	-12	7	4	11	7	1727	97	-0.39
CCn1c(C(=O)Nc2ccsc2C(=O)OC)cc2sc(Cl)cc21	3.6	0	7	8	1	2	-75	3	1563	165*	nt
O=C(O)C1CCCCC1C(=O)Nc1ccc(Cl)cc1 (stereo unspecified)	2.4	0	-14	-19	4	5	24	-3	1509	82	nt
O=C(Nc1ccc(N2CCOCC2)cc1)c1cnsn1	-0.1	7	-4	-6	5	5	87*	44*	1508	31	nt
CC(=O)c1ccc(OCC(O)CN2CCN(c3ccccn3)CC2)cc1 (stereo unspecified)	0.5	-2	-7	-20	4	1	15	-2	1412	95	nt
O=C1Cc2ccccc2Sc2c(OCCN3CCCCC3)cccc21	0.0	12	0	2	-5	5	9	-4	1642	94	nt
O=c1ccc2cc(S(=O)(=O)Nc3ccc(F)cc3)ccc2o1	3.0	-1	10	10	-2	-6	4	-2	1380	99	-1.1

The results go on.
structure	RAM inhibit	PPARg SRC-1 ag	S1P3 antagonist	TLR4-MyD88 BLA	PPARg SRC-2 ag	PPARg SRC-3 ag	STAT3 inh	STAT1 inh	SRC2 TRFRET art	STAT3 act	ROMK mod
COc1ccc(NC(=O)CSc2nnc(CNC(=O)COc3ccc(Cl)cc3)o2)c(OC)c1	-0.4	8	-18	10	2	-2	1	1	1516	103	-0.095
CC(C)CCn1c(C(C)O)nc2ccccc21 (stereo unspecified)	0.5	-4	nt	12	-4	1	-5	-9	1502	106	nt
c1ccc2c(-c3nc(-c4ccncc4)no3)cccc2c1	1.1	0	14	-8	3	-1	-37	-32	1391	136*	nt
Cc1ccc(S(=O)(=O)N(C)c2ccc(C)c([N+](=O)[O-])c2)cc1	0.9	13	-17	-20	1	0	19	5	1817	90	-0.55
CC1CCN(C(=O)Cn2c(SCC(=O)Nc3nccs3)nc3ccccc32)CC1	0.4	14	-9	-2	1	2	22	4	1676	85	nt
CC(/C=N/NC(=O)CSc1nc(C)cc(C)n1)=C\c1ccccc1	1.1	8	15	3	-9	-4	-8	-3	1430	110	nt
Cc1cccc(-n2ncc3c(N4CCc5ccccc54)ncnc32)c1	1.4	1	84*	4	2	5	2	-14	1633	97	1.1
CCOC(=O)c1c(NC(=O)CSc2ncnc3ccccc23)sc(C)c1C	8.9*	-1	7	-3	3	5	0	-1	1506	102	nt
O=C(O)CCC(=O)N1CCN(c2cccc(Cl)c2)CC1	-1.5	1	-25	-9	4	10	2	7	1562	99	nt
COCc1ccc([C@@H]2C[C@H]3CN(Cc4ccccc4C)C(=O)[C@]34CCCN24)o1	-0.1	-3	-13	8	5	-2	-5	-4	1457	108	0.37
CCCS(=O)(=O)c1c(S(=O)(=O)CCC)c2cnccn2c1C(=O)c1ccc(CC)cc1	-0.4	1	nt	-8	6	-10	-6	-3	1419	108	-4.1*
CCN1C(=O)CC(N2CCN(C(c3ccccc3)c3ccccc3)CC2)C1=O (stereo unspecified)	2.7	-2	1	-11	-4	-2	6	0	1410	97	nt
COc1ccc(OC)c(C(c2nnnn2C2CCCC2)N2CCN(c3ccccc3)CC2)c1 (stereo unspecified)	3.8	0	6	14	3	3	20	8	1420	88	nt
O=C(Cc1cccs1)N1CCCC(c2nc3c(nnn3Cc3ccc(F)cc3)c(=O)[nH]2)C1 (stereo unspecified)	1.6	2	10	0	-2	-9	-2	-4	1466	104	nt
Cc1ccc(-c2ccc(=O)n(CC(=O)N3CCN(c4cc(Cl)ccc4C)CC3)n2)cc1	2.6	4	nt	3	-7	9	10	7	1478	95	nt
Cc1ccc2[nH]c(=O)c(CN(Cc3cccnc3)Cc3nnnn3CCN3CCOCC3)cc2c1	0.9	-2	-16	-13	-5	-3	0	-5	1400	104	nt
COc1ccccc1N1Cc2ccccc2C1	2.9	-3	nt	-21	1	-2	-4	2	1428	107	nt
COC(=O)c1ccc(CSc2nc3ccccc3c(=O)n2-c2cccc(OC)c2)o1	3.1	-5	32	0	-3	-1	3	7	1603	101	nt
CCCCOC(=O)Cn1c(=O)c2c(nc(Br)n2Cc2ccccc2)n(C)c1=O	3.4	-3	17	4	0	-4	-3	5	1407	108	nt
N#CC1=C(N)Oc2c(sc3ccccc23)C1c1ccco1 (stereo unspecified)	4.0	-2	-24	-6	4	-5	-32	5	1728	131	-1.2
CC1CSc2n(-c3cccc(C(F)(F)F)c3)cc(-c3ccccc3)[n+]21 (stereo unspecified)	2.4	5	-21	-4	2	3	2	17	1642	100	-0.63
Cc1nc(N)sc1-c1csc(NCc2ccccc2)n1	1.0	6	nt	-5	8	17	6	-4	1473	98	nt
CCN(CC)C(=O)c1c([N+](=O)[O-])c(C(C)(C)C)nn1C	-0.2	3	-3	-5	10	4	-2	4	1583	104	nt
COCCNC(=S)N/N=C/c1ccc(OCc2ccc(C(=O)OC)cc2)cc1	5.4	-2	-4	-13	3	1	-2	4	1443	103	nt
COc1cc(OC)cc(C(=O)NNC(=O)c2ccccn2)c1	-0.5	2	0	4	-7	-3	-6	-6	1366	108	nt
Cc1cc(C)c(C)c(S(=O)(=O)NCC(=O)NCc2ccco2)c1C	0.1	2	-21	5	3	-2	2	3	1566	97	0.46
NS(=O)(=O)c1ccc(CCNC(=O)CSc2nc3ccsc3c(=O)n2CCCCCC(=O)O)cc1	0.0	10	6	-2	14	-2	4	-3	1611	98	nt
O=C(NCC1CCCN(C(=O)c2cscn2)C1)c1ccc(-c2ccccc2)cc1 (stereo unspecified)	0.1	-1	3	-4	-7	1	5	0	1582	101	1.2
CCOc1ccc(C2c3c(oc4ccccc4c3=O)C(=O)N2CCCN2CCOCC2)cc1 (stereo unspecified)	-0.7	-2	-21	-4	-3	-10	16	-8	1463	91	0.17
COCCN1C(=O)C(=O)/C(=C(/O)c2ccc(OC(C)C)cc2)C1c1cccnc1 (stereo unspecified)	1.5	1	-11	-4	1	2	-8	2	1483	110	nt
CCCN(CCC)c1nc(N)c(C#N)c(CC#N)c1C#N	3.6	-2	nt	-2	2	6	3	7	1441	102	-2
